HIF-2a inh: inhibitors of HIF-2a; 786-0 RCC cells HIF-2a reporter, luciferase luminescence, overnight; inhibition, % at 18.8 µM; 360,000 compounds, 0.72% hits;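 active = inhibition of the luminescence signal of 40% or more relative to plate controls, in a single-dose primary screen at 18.75 µM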
Shn3 3UTR inh: reduces Shn3 3'UTR luciferase signal in osteoblasts | Clone20 osteoblast Shn3 3'UTR firefly luciferase, 24 h | inhibition, % at 12.5 µM | 360,000 compounds, 0.52% hits | AID 588674;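 active = mean inhibition of at least 75% with every replicate also reaching 75%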;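 note: 0% = median of neutral control wells and 100% = pilot-screen positive control compound; some compounds past the cut are filed as inactive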
NR2E3 ag-1: activates human photoreceptor nuclear receptor NR2E3. GST-NR2E3/biotin-RetCOR TR-FRET, 1536-well. inhibition of corepressor binding, % at 4.78 µM. 320,000 compounds, 0.12% hits. AID 2300;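 active = percent inhibition above the cutoff of mean plus 3 SD of all tested compounds, set per screening campaign, cut at about 20% in these data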;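 note: 0% = DMSO wells and 100% = biotin wells as full block of FRET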
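Test system: GST-NR2E3 and biotin-RetCOR proteins | Quantity: 1.35 nM GST-tagged NR2E3 final | Medium: Tris pH 7.5 | Also added: 7 nM biotin-RetCOR | Dosing: Compound at 4.8 µM, single dose | Timing: 5 h at 4 °C | Detection: Time-resolved FRET | Read-out basis: Percent inhibition | Benchmarks: Biotin wells as high control, 0.6% DMSO wells as low control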
iPSC survival up: hiPSC single-cell survival enhancement | ATPlite luminescence; 100% = ROCK inhibitor wells, 0% = DMSO | survival enhancement, % at 20 µM | 360,000 compounds, 0.044% hits | AID 602274; in the data active = survival enhancement above about 18%;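 note: cells exposed to compounds for 16 hours before the ATP read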
PDI turbidity: inhibitors of human protein disulfide isomerase | P07237 | PDI insulin aggregation turbidity, A650, 90 min | inhibition, % at 10 µM | 350,000 compounds, 0.052% hits;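 active = mean inhibition across replicates of 30% or more, whatever share of single replicates reach that level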;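 note: absorbance from insulin aggregation driven by PDI reduction with DTT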
Target sequence (P07237 whole entry, looked up): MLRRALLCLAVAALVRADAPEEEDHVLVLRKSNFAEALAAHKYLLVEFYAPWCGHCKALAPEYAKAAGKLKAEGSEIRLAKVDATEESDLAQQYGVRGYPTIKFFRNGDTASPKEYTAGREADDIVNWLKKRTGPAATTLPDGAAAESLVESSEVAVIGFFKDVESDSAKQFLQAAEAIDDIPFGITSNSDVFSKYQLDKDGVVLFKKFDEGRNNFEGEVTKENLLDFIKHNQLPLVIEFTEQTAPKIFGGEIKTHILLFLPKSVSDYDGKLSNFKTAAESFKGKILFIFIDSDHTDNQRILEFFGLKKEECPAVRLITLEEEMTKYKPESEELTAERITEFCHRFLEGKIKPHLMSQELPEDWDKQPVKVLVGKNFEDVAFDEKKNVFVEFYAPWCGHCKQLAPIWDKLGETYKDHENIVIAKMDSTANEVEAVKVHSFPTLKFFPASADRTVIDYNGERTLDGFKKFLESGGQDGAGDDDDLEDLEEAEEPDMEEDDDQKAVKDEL
CaV13 ICDI inh: Primary screen for inhibitors of IQ motif and Ca2+-dependent inactivation inhibitor domain binding in CACNA1D, Förster resonance energy transfer in living cells, …; HEK cells, CFP/YFP FRET ICDI-IQ, plate reader, 10 min; percent FRET-ratio fall versus neutral wells; inhibition, % at 12.3 µM; 340,000 compounds, 0.098% hits; AID 743397;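 active = mean replicate inhibition of at least 30% and at least 1% of replicates passing that level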;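 note: 0% = median of the neutral control wells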
HTR2A ag: activates the mouse 5-HT2A serotonin receptor | P35363 | CHO-K1 mHTR2A beta-arrestin complementation, luminescence; percent of 30 µM serotonin response | activation, % at 7.6 µM | 360,000 compounds, 0.66% hits | AID 624169;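 active = activation above a run cutoff, the mean activation of all tested compounds plus 3 SD, cut at about 14% in these data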;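 note: 0% = plate median of compound wells and 100% = 30 µM serotonin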
Peg3 prom inh: reduces Peg3 promoter-driven luciferase expression in HeLa; HeLa PEG-Prom luciferase reporter, luminescence, overnight; 360,000 compounds, 1.7% hits; inhibition, % at 20 µM; AID 588405;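 active = inhibition of at least 50% at 20 µM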
NR2E3 ag-2: agonists of human NR2E3 nuclear receptor. Q9Y5X4. CHO-S Gal4-NCOR/VP16-NR2E3 two-hybrid, luciferase. AID 602229. inhibition of corepressor binding, % at 3.98 µM. 360,000 compounds, 0.35% hits;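 active = inhibition above the mean of all tested compounds plus 3 SD, cut at about 70% in these data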;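 note: 0% = DMSO with NR2E3 transfected cells and 100% = cells lacking NR2E3 construct; higher means lower luciferase signal from less NR2E3 corepressor binding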
TRPM1 prom inh: reduces MITF-dependent TRPM1 promoter luciferase signal | SK-MEL-5 TRPM1 promoter luciferase, 24 h | inhibition, % at 12.5 µM | 330,000 compounds, 0.83% hits;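 active = mean inhibition across replicates of 60% or more, whatever share of single replicates reaches that level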; note: values of inactives mirror those of a sister screen read the other way
H9c2 protect: modulators protecting cardiomyocytes from myocardial damage | H9c2 cardiomyocytes, H2O2 injury protection, ATPLite, 2 h | protection from H2O2 cell death, % at 20 µM | 360,000 compounds, 0.63% hits | AID 588492;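 active = compounds giving at least 50% protection of heart cells from peroxide-induced death in the single-dose screen, raw or plate-pattern-corrected value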;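 note: 0% = DMSO wells with peroxide and 100% = DMSO wells without peroxide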
Active calls of the source: *; . = no result given. An excerpt, so the mix of outcomes need not match the whole.

nr	Molecule	HIF-2a inh	Shn3 3UTR inh	iPSC survival up	PDI turbidity	HTR2A ag	H9c2 protect
1	COC(=O)C1=C(c2ccccc2OCc2ccccc2)C[C@@H]2CC[C@H]1N2C(=O)NCc1ccc(N(C)C)cc1	11	10	0.2	2	0	0
2	CCN(CC)CCCN=C(C)c1c(O)n(C2CCCCC2)c(=O)[nH]c1=O	0	-9	0.9	-4	1	10
3	CC1Oc2cc3c(-c4c(O)cc(O)c5c(O)c6c(cc45)OC(C)C(C)C6=O)c(O)cc(O)c3c(O)c2C(=O)C1C (stereo not drawn)	-8	88*	-4.1	.	-4	-18
4	CCOc1cc(CNCCc2cccc(F)c2)ccc1OC	13	0	-0.1	-3	-5	4
5	ClC1=C(Cl)C2(Cl)C3C(Cl)C=CC3C1(Cl)C2(Cl)Cl (stereo not drawn)	11	12	1.6	.	-3	-2
6	O=C1NC(=O)C(CCc2ccncc2)(Cc2ccc(OCc3ccccc3)cc2)C(=O)N1	15	-9	-0.1	6	4	-1
7	C(#CCN1CCOCC1)COCC#Cc1ccccc1	-23	-3	1.2	-2	4	-6
8	Cn1c(O)c(/C=C2\N=c3ccccc3=C2CCNC(=S)NC2CC2)c(=O)n(C)c1=O	25	38	-0.2	-6	-4	10
9	COCCNC(=O)CN1C(=O)C(C)N=C(c2ccccc2)c2cc(Cl)ccc21 (stereo not drawn)	7	4	-0.2	4	-1	-4
10	COc1cccc(CN2CCN(C(=O)Cc3ccccc3OC)CC2)c1	16	7	0.9	-17	19*	-4
11	COC(=O)c1ccccc1N=Cc1c(O)[nH]c(=S)[nH]c1=O	11	-3	3.2	0	2	-5
12	O=C(NC1CCCCC1)[C@@H]1CC=C[C@@H]2CCN(Cc3ccccc3)C(=O)[C@@H]21	4	-11	3.0	4	6	7
13	COc1cccc(CC(=O)N2CCN(Cc3cccc(Cl)c3)CC2)c1	6	7	-0.4	1	0	2
14	CCOC(=O)C1(c2ccccc2)CCN(CC(=O)Nc2cccc3ccccc23)CC1	14	20	0.1	-1	-6	3
15	C/C(=N\NC(=O)c1ccccc1)c1c(O)n(C2CCCCC2)c(=O)[nH]c1=O	0	-13	-0.2	1	-6	-2

nr	Peg3 prom inh	TRPM1 prom inh	NR2E3 ag-2	CaV13 ICDI inh	NR2E3 ag-1
1	12	8	3	-5	1
2	23	-17	-10	-8	6
3	70*	82*	-8	.	6
4	1	-4	5	-19	2
5	4	-16	-17	.	0
6	11	-26	2	-5	7
7	-24	-21	-10	-8	0
8	28	48	-4	-3	-8
9	14	13	-3	-4	1
10	3	6	-17	-3	5
11	-1	8	-3	-4	1
12	6	-4	18	-8	0
13	2	14	-12	-3	5
14	15	5	8	-5	-2
15	0	9	-19	-3	2

nr	Molecule	HIF-2a inh	Shn3 3UTR inh	iPSC survival up	PDI turbidity	HTR2A ag	H9c2 protect
16	COc1ccc(CN2Cc3cc(N4CCCCC4)ccc3-n3nncc3C2)cc1	-4	-1	0.7	.	-1	1
17	Cc1ccc(NC2=NCCCS2)cc1Cl	-39	2	0.2	-4	3	-4
18	N#Cc1ccccc1NC(=O)CN1CC=C(c2ccccc2)CC1	5	-8	0.0	1	-1	-3
19	CC1(C)C(=O)CCC2C1=CCC1C2CCC2(C)C(O)CCC12 (stereo not drawn)	4	-11	-3.3	17	3	-5
20	CCCCn1c(N)c(C(=O)OCC2CCCO2)c2nc3ccccc3nc21 (stereo not drawn)	-20	-3	-0.9	-2	2	0
21	C=CCN1C(=O)/C(=C\c2ccc(N3CCOCC3)o2)C(=O)NC1=S	-12	-14	-0.3	8	0	7
22	Cc1[nH]c2ccc(OC(F)(F)F)cc2c1CCNCc1ccc(Cl)cc1	17	15	-0.7	-8	-7	-22
23	CC1CC2C(C(O)CC3(C)C(O)CCC23)C2(C)CCC(=O)C=C12 (stereo not drawn)	2	11	-0.7	-8	-2	0
24	O=C(NCC(c1cccnc1)N1CCOCC1)Oc1ccccc1 (stereo not drawn)	27	-7	-2.3	-1	0	3
25	O=C1/C(=C\c2ccc(Cl)c(Cl)c2)N2CCC1CC2	-14	3	1.1	-2	-1	-6
26	COc1ccc(CN2CCN(C(=O)COc3ccc4ccccc4c3)CC2)c(OC)c1	10	12	-0.4	-5	-7	-6
27	CCCCCn1c(=O)c(C(=O)Nc2ccccc2Cl)c(O)c2ccccc21	-65	-28	0.8	4	7	25
28	Cc1cc(C)cc(N2C(=O)NC(=O)/C(=C/c3cccn3-c3ccc(Cl)cc3)C2=O)c1	43*	75	2.9	-11	0	-6
29	COc1ccc(N=C(C)c2c(O)n(C3CCCCC3)c(=O)[nH]c2=O)c(OC)c1	16	20	1.6	-3	-2	6
30	COC(=O)c1c(C)n(Cc2ccco2)c2ccc(O)cc12	10	23	1.6	1	1	-6

nr	Peg3 prom inh	TRPM1 prom inh	NR2E3 ag-2	CaV13 ICDI inh	NR2E3 ag-1
16	12	.	-17	-7	.
17	-14	-11	-5	-4	3
18	0	10	-15	3	5
19	7	1	-10	-5	.
20	33	1	-16	-6	9
21	7	7	-17	.	1
22	111*	-5	7	-21	.
23	18	4	-42	-6	.
24	16	4	-14	8	1
25	15	14	-17	-33	1
26	6	-8	41	-13	0
27	-46	-2	-20	-2	0
28	99*	51	-7	-14	2
29	4	6	-14	-4	3
30	3	5	-3	-7	5

nr	Molecule	HIF-2a inh	Shn3 3UTR inh	iPSC survival up	PDI turbidity	HTR2A ag	H9c2 protect
31	Cc1ccc(-n2c(O)c(C=NCCCn3ccnc3)c(=O)[nH]c2=O)cc1	23	-18	-0.2	1	7	0
32	CN(C)C(=O)Oc1cccc(-c2cn3cc(Cl)ccc3n2)c1	-156	-94	-0.8	-3	0	-10
33	O=[N+]([O-])c1ccc(N2CCNCC2)cc1NCC1CCCO1 (stereo not drawn)	7	-11	1.0	-4	-8	-1
34	O=C(CN1CCCC1=O)NCCc1ccccc1	12	0	-0.6	-7	-2	1
35	CC(=O)OC1(c2ccc(C)cc2)CN2CCC1c1ccccc12 (stereo not drawn)	10	4	-1.4	0	0	-10
36	COc1ccc(CC2c3cc(OC)c(OC)cc3CCN2C)cc1O (stereo not drawn)	1	12	-0.9	-1	8	7
37	O=C(c1ccc(N2CC3CC(C2)c2cccc(=O)n2C3)c([N+](=O)[O-])c1)N1CCCC1 (stereo not drawn)	15	20	-0.2	3	4	1
38	COC(=O)C1=C(c2ccc(F)cc2F)C[C@@H]2CC[C@H]1N2C	8	-10	-1.0	4	6	0
39	Cc1ccc(CN2CCCN(Cc3ccc(Cl)cc3)S2(=O)=O)cc1	13	-4	-0.8	1	-2	-7
40	Cc1cc(N2C(=O)CC(N3CCC(n4c(=O)[nH]c5ccccc54)CC3)C2=O)no1 (stereo not drawn)	13	0	-1.0	24	-1	4
41	COc1ccc2[nH]c(C)c(CCNCc3cc(OC)c(OC)c(OC)c3)c2c1	16	44	-0.6	9	7	-7
42	CCCC(=O)NC(Oc1ccc(Cl)cc1Cl)C(Cl)(Cl)Cl (stereo not drawn)	6	7	0.0	0	-1	-12
43	O=c1[nH]c(=O)n(C2CCCCC2)c(O)c1/C=C/C=Nc1ccccc1	19	10	0.5	5	-2	7
44	O=C(c1cnn2c(C(F)(F)F)cc(-c3ccccc3)nc12)N1CCC2(CC1)OCCO2	1	-1	1.4	-10	-3	1

nr	Peg3 prom inh	TRPM1 prom inh	NR2E3 ag-2	CaV13 ICDI inh	NR2E3 ag-1
31	17	3	-14	-4	0
32	-195	-46	-78	-4	1
33	-16	4	-15	-4	-2
34	2	3	-36	-7	1
35	13	-3	-14	.	2
36	-11	-12	14	-13	-1
37	12	-27	1	-7	4
38	-7	-6	-7	-11	5
39	1	-3	-14	-20	-1
40	8	-5	-13	-2	3
41	4	10	-16	-285	3
42	12	6	-4	-8	2
43	19	-1	4	-174	-2
44	21	-1	8	-5	4
